Screening results (PubChem)
IMP-1 inh: IMP-1 metallo-beta-lactamase inhibitors, primary screen, biochemical, epi-absorbance readout, Pseudomonas aeruginosa enzyme; metallo-beta-lactamase IMP-1 (Pseudomonas aeruginosa); purified IMP-1, nitrocefin hydrolysis, epi-absorbance fluorescence; inhibition, % at 5.6 µM; hit rate 0.45% among 290,000; AID 1556, 2009;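 active = inhibition above the mean plus 3 SD of all compounds in the same screening run, cut at about 4.5% in these data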;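 note: 0% = IMP-1 with DMSO and 100% = DMSO wells lacking enzyme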
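assay system = purified recombinant IMP-1 metallo-beta-lactamase enzyme | schedule = 15 min preincubation plus 25 min reaction at 25 °C | signal = Epi-absorbance fluorescence, 480 nm excitation, 530 nm emission | read-out basis = percent inhibition from optical density relative to buffer-blank wells | controls = IMP-1 with DMSO as 0%, enzyme-free DMSO as 100%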
p-CIP stab down: p/CIP-EGFP fusion destabilizers, primary screen, fluorescence, F442A cells; Q05BA5; AID 1984, 2009; 16 h; decrease of EGFP signal, % at 10 µM; hit rate 0.01% among 290,000;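 active = EGFP signal decrease of at least 30% at 10 µM or well 3 SD below plate mean, unless failing retest; inactive = the rest, including hits failing retest or dose response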; note: some compounds called inactive have numbers as strong as hits; many of its hits are not listed in these tables
IDE cell activ: human IDE activators in live cells, primary screen, fluorescence polarization, HEK cells, FAbeta-B substrate; Insulin-degrading enzyme (Homo sapiens), P14735; FAbeta-B cleavage; 0% vehicle, 100% cell-free pure enzyme wells; activation, % at 5.96 µM; hit rate 0.073% among 340,000;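 active = activation above the mean of all tested compounds plus 3 SD, set per screening campaign, cut at about 17% in these data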
UBC9 SUMO inh: inhibitors of in vitro SUMOylation cascade, primary screen, biochemical, HTRF, uHTS; SUMO-conjugating enzyme UBC9 (Homo sapiens), P63279; HTRF SUMOylation assay, SAE1/SAE2 + UBC9; inhibition, % at 35 µM; hit rate 0.36% among 290,000; in the data active = inhibition above about 50%, passing the limit was not always enough; note: strong numbers were not always called active
Target sequence (P63279 whole entry, looked up): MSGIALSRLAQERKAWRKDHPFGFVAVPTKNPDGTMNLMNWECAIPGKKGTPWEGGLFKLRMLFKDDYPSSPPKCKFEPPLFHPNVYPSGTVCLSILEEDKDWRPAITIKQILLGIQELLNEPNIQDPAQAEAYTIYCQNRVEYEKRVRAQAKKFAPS
M18AAP inhibitor: PfM18AAP inhibitors, malaria aminopeptidase, primary screen, biochemical, QFRET, recombinant enzyme; M18 aspartyl aminopeptidase (Plasmodium falciparum 3D7); H-Glu-NHMec fluorogenic cleavage; inhibition, % at 7.35 µM; hit rate 1.2% among 290,000; AID 1822, 2009;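 active = inhibition above the campaign mean inhibition over all tested compounds plus 3 SD, cut at about 28% in these data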;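 note: 0% = plate median of test compound wells and 100% = 2 mM ZnCl2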
IDE inh: human IDE inhibitors in live cells, primary screen, fluorescence polarization, HEK cells, FAbetaB substrate. AID 434962, 2010. hit rate 0.41% among 320,000. FAbetaB cleavage. inhibition, % at 5.59 µM. Insulin-degrading enzyme (Homo sapiens), P14735;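 active = percent inhibition above the average of all tested compounds plus 3 SD, set per screening campaign, cut at about 16% in these data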;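 note: IDE supplied by intact live HEK cells; FP after avidin binding of uncleaved biotin substrate so inhibition keeps polarization high; 0% = DMSO wells and 100% = 60 µM reference IDE inhibitor Ii1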
NS3 helicase inh: inhibitors of HCV NS3 helicase, primary screen, biochemical, Cy5 molecular beacon fluorescence; Hepatitis C virus NS3 helicase; NS3 helicase DNA unwinding; inhibition, % at 10.9 µM; hit rate 0.56% among 290,000; AID 1800, 2009;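 active = inhibition above the mean of all tested compounds plus 3 SD, set per campaign, cut at about 35% in these data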;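 note: 0% = DMSO wells and 100% = thioflavine S control wells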
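Test system: hepatitis C virus NS3 helicase domain fragment enzyme. Also added: annealed dual-labelled DNA beacon duplex, ATP-started. Timing: 60 min unwinding reaction at 25 °C after ATP addition. Technique: Cy5 fluorescence. Measure: % inhibition of unwinding.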
VIM-2 inhibitor: VIM-2 metallo-beta-lactamase inhibitors, primary screen, biochemical, epi-absorbance readout, Pseudomonas aeruginosa enzyme | hit rate 0.89% among 290,000 | inhibition, % at 5.6 µM | AID 1527, 2009 | purified VIM-2, nitrocefin hydrolysis, epi-absorbance fluorescence;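 active = inhibition above the mean of all tested compounds plus 3 SD, cutoff set per screening run, cut at about 7.5% in these data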;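 note: red hydrolysis product quenches plate fluorescence so inhibitors raise well fluorescence; 0% = enzyme with DMSO and 100% = DMSO without enzyme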
DNA FID counter: compounds displacing fluorescent DNA intercalator, primary screen, artefact control for HCV NS3 helicase inhibitor project, biochemical, FID fluorescence; DNA fluorescent intercalator displacement; hit rate 0.17% among 290,000; inhibition, % at 7.9 µM; in the data active = inhibition above about 37%;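 note: 0% = vehicle and 100% = reference compound; higher means more ethidium bromide displaced from hairpin DNA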
The depositor's hits bear a star; nt = not tested or not shown.

compound	IMP-1 inh	p-CIP stab down	IDE cell activ	UBC9 SUMO inh	M18AAP inhibitor	IDE inh	NS3 helicase inh	VIM-2 inhibitor	DNA FID counter
COc1ccc(OC)c2c(C)cc(N3CCN(C(=O)c4ccc(C)cc4)CC3)nc12	-3.1	9.0	2.0	-7.7	0.3	-0.1	-4.6	-2.2	-10.0
C=CCN1C(=O)/C(=C2/Sc3ccc(OC)cc3N2C)SC1=Nc1ccc(OC)cc1	-1.1	9.0	nt	-6.4	-0.4	3.0	-18.9	-0.6	-2.5
O=C(O)COc1ccc(/C=C2/SC(=S)N(Cc3ccccc3)C2=O)cc1	-0.3	-3.0	3.0	-9.7	7.4	1.5	11.5	-1.6	9.6
Cc1ncsc1C(=O)Nc1cccc(C(F)(F)F)c1	-0.3	-1.3	5.6	19.8	-20.6	1.0	-0.5	-4.3	-1.0
CC1=N/C(=C/c2ccco2)C(=O)O1	-1.8	-8.8	1.0	44.9	17.4	nt	15.0	0.0	-5.9
CN1C(=O)S/C(=C\c2ccc(-n3cncn3)cc2)C1=O	-1.8	0.9	5.9	21.2	0.2	-1.4	-30.3	-1.0	1.0
Cc1ccccc1C(=O)Nc1ccc(Cl)cn1	1.7	-6.4	-0.2	10.8	8.6	-4.7	8.7	-2.9	0.3
COc1ccccc1CNC(=O)c1cccc(NC(=O)c2ccccc2)c1	-2.5	-1.2	3.4	12.5	4.7	5.4	-7.1	-2.4	-17.7
COc1cccc(NC(=O)CNC(=O)c2ccc(C)o2)c1	-2.7	0.0	-3.6	-9.6	3.4	-0.4	7.3	-1.3	-4.5
Cc1ccc(-c2nnn(CCC(=O)Nc3ccc4c(c3)OCO4)n2)cc1	-1.7	-8.5	-1.4	1.6	-3.5	2.3	3.0	-0.5	-2.5
O=[N+]([O-])c1ccc(N2CCN(Cc3ccccc3)CC2)nc1	0.4	-8.5	-3.9	19.0	1.8	4.6	0.1	0.4	-8.7
CCCCCCCCOC(=O)C1=C(C)Nc2nnnn2C1c1cccs1 (stereo unspecified)	0.4	-18.6	3.1	-8.2	-3.5	-0.7	1.4	-1.6	-0.9
CCc1ccc(NC(=O)c2cc(S(=O)(=O)N3CCc4ccccc43)cn2C)cc1	-2.3	-9.0	7.7	-9.7	6.7	-0.7	-3.2	-5.0	-34.1
NS(=O)(=O)c1ccc(NC(=S)Nc2ccc(OCc3ccccc3)cc2)cc1	-3.0	-10.0	-0.3	-1.2	-11.8	-4.0	-4.5	-2.1	-0.1
Cc1ccc(NC(=O)NC2CCCCC2)c(C)c1	-2.8	-1.3	-5.8	9.2	-11.6	-1.3	-6.1	-1.4	-1.4
COCCCNc1nc2nonc2nc1NCCSC	-2.9	1.7	-5.2	8.9	-1.1	7.9	-1.6	-2.4	-0.2
COc1ccccc1C(=O)Nc1ccc2c(c1)nc1n2CCSC1	-1.0	4.1	-1.0	20.2	5.3	0.6	-2.0	-2.0	-16.7
O=C(CNc1cc(S(=O)(=O)N2CCOCC2)ccc1NCC1CCCO1)Nc1ccc(F)c(F)c1 (stereo unspecified)	-4.6	-20.7	1.7	3.4	15.4	-2.9	6.2	-1.1	-17.7
O=C1c2ccccc2S(=O)(=O)N1Cc1cccc(S(=O)(=O)N2CCOCC2)c1	-1.3	7.0	-1.9	2.8	-5.0	-1.4	3.9	-1.0	0.0
COc1ccccc1NC(=O)CC1C(=O)Nc2ccccc2N1C(=O)c1ccccc1 (stereo unspecified)	-0.4	0.2	2.8	9.4	-1.4	2.8	-7.0	0.4	-15.2
Cc1cc(NC(=O)CSc2nnc(C)n2-c2ccccc2C)no1	-2.3	-9.1	1.8	19.6	1.6	-0.9	4.9	-5.2	-10.2
COc1ccc(S(=O)(=O)N2CCN(CC(=O)c3ccc(O)c(O)c3)CC2)cc1	-3.9	-4.2	1.3	0.6	71.6*	1.8	0.4	4.0	-15.6
CCOc1ccccc1-c1nc(CN(Cc2cnn(C)c2)C(C)C)c(C)o1	-2.1	-3.6	2.4	22.3	1.9	-8.7	-3.5	-4.0	-4.0
COc1ccc(Cl)cc1NC(=O)CCNC(=O)Cn1ccc2ccccc2c1=O	-3.5	-6.1	-1.2	-1.7	4.9	-0.1	3.3	-1.9	-23.8
CN(CC(=O)Nc1c(F)cccc1F)Cc1cccs1	-4.4	-9.7	3.9	11.0	-0.5	4.4	-14.7	-4.5	-6.8
CN1CCN(C(=O)C2CC(=O)N(c3ccc(F)c(Cl)c3)C2)CC1 (stereo unspecified)	-2.2	-5.0	4.7	4.2	0.5	0.3	-9.8	0.1	0.6
CC(=O)c1ccc(NC(=O)c2ccc(C)c(Br)c2)cc1	-0.9	1.4	0.8	15.5	5.8	3.2	-9.1	-2.5	1.1
COc1ccc(CCNS(=O)(=O)c2c(N)n(C)c(=O)n(C)c2=O)cc1OC	-3.9	13.5	5.2	-13.1	3.6	-1.1	2.8	-1.7	-4.1
Cc1ccc(NS(=O)(=O)c2cccc3nsnc23)cc1	-3.2	-17.6	0.3	-4.5	-3.1	3.6	1.8	-1.3	3.5
CC(=O)c1c(C)[nH]c(C(=O)COC(=O)c2ccc3c(=O)n4c(nc3c2)CCC4)c1C	-0.5	-20.3	-3.7	1.7	1.1	6.0	5.3	-2.7	-6.7

Ordered by formula weight (ascending): part of the list above
compound	IMP-1 inh	p-CIP stab down	IDE cell activ	UBC9 SUMO inh	M18AAP inhibitor	IDE inh	NS3 helicase inh	VIM-2 inhibitor	DNA FID counter
COc1cccc(NC(=O)CNC(=O)c2ccc(C)o2)c1	-2.7	0.0	-3.6	-9.6	3.4	-0.4	7.3	-1.3	-4.5
O=[N+]([O-])c1ccc(N2CCN(Cc3ccccc3)CC2)nc1	0.4	-8.5	-3.9	19.0	1.8	4.6	0.1	0.4	-8.7
Cc1ccc(NS(=O)(=O)c2cccc3nsnc23)cc1	-3.2	-17.6	0.3	-4.5	-3.1	3.6	1.8	-1.3	3.5

(next part)
compound	IMP-1 inh	p-CIP stab down	IDE cell activ	UBC9 SUMO inh	M18AAP inhibitor	IDE inh	NS3 helicase inh	VIM-2 inhibitor	DNA FID counter
COc1cc(NC(=O)c2cc([N+](=O)[O-])ccc2Br)ccc1NC(=O)c1ccco1	0.4	-14.5	-1.8	13.2	0.9	-5.0	-3.2	0.2	-4.9
O=c1[nH]c(C2CCN(S(=O)(=O)c3ccccc3F)CC2)nc2c1nnn2Cc1ccc(OC(F)(F)F)cc1	-1.1	-14.4	3.6	22.7	-9.4	1.8	-1.6	0.8	-49.8
Cc1ccc(CSc2nccc(-c3c(C)nc4ccccn34)n2)cc1	-1.1	-23.8	nt	5.7	-2.9	1.9	-13.6	-2.2	-3.4
CCNc1cc(S(=O)(=O)C(F)(F)F)ccc1N	0.1	2.9	-0.5	2.3	8.9	3.1	7.5	-3.3	-0.7
CCc1ccc(NC(=O)Cn2nnc(C(=O)NCCc3ccc(OC)c(OC)c3)c2N)cc1	-1.8	-5.7	6.0	-4.2	-4.3	-0.8	-23.9	-1.6	-41.2
COc1ccc(C2c3c(oc4ccccc4c3=O)C(=O)N2CCCN2CCOCC2)cc1 (stereo unspecified)	-0.8	nt	nt	nt	4.5	-0.3	14.7	1.2	5.2
CCOc1cc(/C=C2/C(=O)ON=C2C)ccc1OCc1ccc(F)cc1	-3.0	-1.6	-1.0	-11.5	8.4	-1.9	6.5	0.1	-4.5
CC(NC(=O)CCNC(=O)c1ccccc1Cl)c1ccc(-n2ccnc2)cc1 (stereo unspecified)	-4.3	-6.8	-0.6	5.8	2.6	5.8	5.1	-1.9	-10.9
CN(CCC#N)C(=O)c1ccc(CNS(=O)(=O)c2ccc(F)cc2)cc1	-2.6	5.2	2.5	17.0	-0.8	-6.4	7.9	-4.2	-1.1
CC(C)(C)OC(=O)N1CCC(C(=O)NNC(=O)c2ccc(Cl)cc2Cl)CC1	-2.9	1.3	6.3	nt	-12.0	-6.8	-3.0	-3.2	-32.9
Cn1c(N)c(C(=O)COC(=O)CCc2ccccc2)c(=O)n(C)c1=O	-1.3	-3.8	2.1	19.0	-0.2	-0.7	-0.4	-1.7	-11.3
COc1ccc(S(=O)(=O)NC(C)C(=O)NCc2ccco2)cc1OC (stereo unspecified)	-2.0	3.9	0.9	2.2	1.5	3.9	7.8	-3.9	-6.0
C/C(=N\NC(=O)c1nc2ccccn2c1C)c1cc2ccccc2o1	-0.6	-13.0	-6.1	0.5	1.4	-5.7	1.2	-0.5	-9.0
CS(=O)(=O)N(CCc1ccccc1)CC(=O)NCC1CCCO1 (stereo unspecified)	-3.7	-7.3	5.8	-0.3	-4.3	1.9	-12.6	0.0	-2.7
O=C1C=CC(=O)N1Cc1ccccc1	-4.6	8.0	-31.2	2.7	-129.0	-0.2	7.3	-4.3	1.9
O=C(CSc1ccc2nnc(-c3ccncc3)n2n1)NCc1ccco1	-0.2	-8.3	-4.4	21.4	-1.1	0.6	-0.1	-2.5	0.8
Cc1ccc(NC(=O)COC(=O)C2CC(=O)N(Cc3ccccc3)C2)cc1S(=O)(=O)N(C)C (stereo unspecified)	-0.5	2.6	8.4	4.7	-0.7	4.6	-1.1	-4.4	-7.6
CSCCCNC(=O)c1ccc(OC2CCN(C(=O)c3cccnc3)CC2)cc1	-1.6	-6.7	3.9	18.7	-10.7	-2.7	6.1	-1.6	-15.8
Cc1ccc(OCCCCN2CCC(C)CC2)c(Br)c1	0.0	10.2	-4.4	-10.6	-6.4	-0.2	-58.2	-0.8	25.5
